High-throughput results from PubChem.
Rpn11 inh: blocks the human proteasome subunit Rpn11. actives 0.59% (n = 360,000). human 26S proteasome, Ub4-pepOG fluorescence polarization; 20S core pre-blocked with epoxomicin. O00487. calls only at 20 µM;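 active means inhibition at 20 µM, scaled to each plate's controls, above about 33%, limit read from the data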
E coli Lon inh: inhibitors of E. coli Lon protease; P0A9M0; purified E. coli Lon protease, fluorescence polarization; inhibition, % at 7.94 µM; actives 0.42% (n = 360,000); AID 602123; in the data active means inhibition above about 13%, passing the limit was not always enough;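 further: 0% = enzyme with probe and DMSO and 100% = no enzyme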
MsrA inh: inhibitors of bovine MsrA | AID 651718 | purified bovine MsrA, absorbance read-out | inhibition, % at 15.5 µM | actives 0.75% (n = 360,000); in the data active means inhibition above about 4.5%;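 further: 0% = vehicle wells with enzyme and 100% = reference inhibitor wells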
bovine MsrA act: bovine methionine sulfoxide reductase A activation; purified bovine MsrA, absorbance read-out; activation, % at 10.6 µM; AID 602163; actives 0.3% (n = 360,000); in the data active means activation above about 7.5%;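 further: 0% = vehicle and 100% = reference activator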
MT1-MMP act inh: inhibitors of human MT1-MMP activation | P50281 | HT1080 RFP-PRO-GFP cells, GFP/RFP ratio fluorescence, overnight; percent of plate control window, DMSO zero | GFP/RFP ratio change, % at 20 µM | actives 0.061% (n = 360,000) | AID 651647;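 active means GFP/RFP ratio change of at least 30% with cell ATP level not reduced by more than half and red fluorescence within 50% of control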; further: strong numbers were not always called active
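Assay system: RFP-PRO-GFP reporter HT1080 cells; read-out basis: GFP/RFP fluorescence ratio; benchmarks: DMSO wells and RFP-L50D-GFP cells; doses: 20 µM single dose, 1% DMSO; schedule: overnight cell settling, then overnight compound exposure, 37 °C, 5% CO2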
CSN inh: CSN deneddylation inhibition; Q92905; Purified CSN, SCF-Nedd8-OG deneddylation, fluorescence polarization; inhibition, % at 12.5 µM; actives 0.38% (n = 360,000);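 active means pattern-corrected inhibition above about 35%, with an unprinted fluorescence ratio check between 0.5 and 1.5, limit read from the data, passing the limit was not always enough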;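 further: 0% = enzyme with substrate and 100% = substrate without enzyme; some results filed as inactive read as strong as hits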
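Test system: Human Csn5 produced in HEK293T cells | Compound: 12.5 µM single point | Times: 90 min, room temperature | Signal: Fluorescence polarization readout | Read-out basis: % inhibition of substrate cleavage by Csn5 | Controls: no-enzyme wells high, enzyme-with-substrate wells low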
MLLE-PAM2 inh: inhibitors of microRNA-mediated deadenylation, human PABP1 MLLE binding; P11940; GST-MLLE / FITC-PAM2 fluorescence polarization; inhibition, % at 20 µM; actives 0.36% (n = 360,000); in the data active means inhibition above about 35%, passing the limit was not always enough;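 further: plate controls were DMSO wells with GST-MLLE for no effect and wells lacking GST-MLLE protein for full effect; some results filed as inactive read as strong as hits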
FAS TE block: blocks the thioesterase domain of human fatty acid synthase; P49327; recombinant FAS-TE, OMFH fluorogenic substrate, fluorescence endpoint; inhibition, % at 15 µM; actives 0.67% (n = 360,000); AID 602261;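 active means compounds whose normalised, plate-corrected inhibition of enzyme fluorescence in the single-dose primary screen is 50% or more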;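 further: 0% = DMSO with enzyme and 100% = substrate without enzyme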
Target sequence (P49327 whole entry, looked up, the tested form may be a part): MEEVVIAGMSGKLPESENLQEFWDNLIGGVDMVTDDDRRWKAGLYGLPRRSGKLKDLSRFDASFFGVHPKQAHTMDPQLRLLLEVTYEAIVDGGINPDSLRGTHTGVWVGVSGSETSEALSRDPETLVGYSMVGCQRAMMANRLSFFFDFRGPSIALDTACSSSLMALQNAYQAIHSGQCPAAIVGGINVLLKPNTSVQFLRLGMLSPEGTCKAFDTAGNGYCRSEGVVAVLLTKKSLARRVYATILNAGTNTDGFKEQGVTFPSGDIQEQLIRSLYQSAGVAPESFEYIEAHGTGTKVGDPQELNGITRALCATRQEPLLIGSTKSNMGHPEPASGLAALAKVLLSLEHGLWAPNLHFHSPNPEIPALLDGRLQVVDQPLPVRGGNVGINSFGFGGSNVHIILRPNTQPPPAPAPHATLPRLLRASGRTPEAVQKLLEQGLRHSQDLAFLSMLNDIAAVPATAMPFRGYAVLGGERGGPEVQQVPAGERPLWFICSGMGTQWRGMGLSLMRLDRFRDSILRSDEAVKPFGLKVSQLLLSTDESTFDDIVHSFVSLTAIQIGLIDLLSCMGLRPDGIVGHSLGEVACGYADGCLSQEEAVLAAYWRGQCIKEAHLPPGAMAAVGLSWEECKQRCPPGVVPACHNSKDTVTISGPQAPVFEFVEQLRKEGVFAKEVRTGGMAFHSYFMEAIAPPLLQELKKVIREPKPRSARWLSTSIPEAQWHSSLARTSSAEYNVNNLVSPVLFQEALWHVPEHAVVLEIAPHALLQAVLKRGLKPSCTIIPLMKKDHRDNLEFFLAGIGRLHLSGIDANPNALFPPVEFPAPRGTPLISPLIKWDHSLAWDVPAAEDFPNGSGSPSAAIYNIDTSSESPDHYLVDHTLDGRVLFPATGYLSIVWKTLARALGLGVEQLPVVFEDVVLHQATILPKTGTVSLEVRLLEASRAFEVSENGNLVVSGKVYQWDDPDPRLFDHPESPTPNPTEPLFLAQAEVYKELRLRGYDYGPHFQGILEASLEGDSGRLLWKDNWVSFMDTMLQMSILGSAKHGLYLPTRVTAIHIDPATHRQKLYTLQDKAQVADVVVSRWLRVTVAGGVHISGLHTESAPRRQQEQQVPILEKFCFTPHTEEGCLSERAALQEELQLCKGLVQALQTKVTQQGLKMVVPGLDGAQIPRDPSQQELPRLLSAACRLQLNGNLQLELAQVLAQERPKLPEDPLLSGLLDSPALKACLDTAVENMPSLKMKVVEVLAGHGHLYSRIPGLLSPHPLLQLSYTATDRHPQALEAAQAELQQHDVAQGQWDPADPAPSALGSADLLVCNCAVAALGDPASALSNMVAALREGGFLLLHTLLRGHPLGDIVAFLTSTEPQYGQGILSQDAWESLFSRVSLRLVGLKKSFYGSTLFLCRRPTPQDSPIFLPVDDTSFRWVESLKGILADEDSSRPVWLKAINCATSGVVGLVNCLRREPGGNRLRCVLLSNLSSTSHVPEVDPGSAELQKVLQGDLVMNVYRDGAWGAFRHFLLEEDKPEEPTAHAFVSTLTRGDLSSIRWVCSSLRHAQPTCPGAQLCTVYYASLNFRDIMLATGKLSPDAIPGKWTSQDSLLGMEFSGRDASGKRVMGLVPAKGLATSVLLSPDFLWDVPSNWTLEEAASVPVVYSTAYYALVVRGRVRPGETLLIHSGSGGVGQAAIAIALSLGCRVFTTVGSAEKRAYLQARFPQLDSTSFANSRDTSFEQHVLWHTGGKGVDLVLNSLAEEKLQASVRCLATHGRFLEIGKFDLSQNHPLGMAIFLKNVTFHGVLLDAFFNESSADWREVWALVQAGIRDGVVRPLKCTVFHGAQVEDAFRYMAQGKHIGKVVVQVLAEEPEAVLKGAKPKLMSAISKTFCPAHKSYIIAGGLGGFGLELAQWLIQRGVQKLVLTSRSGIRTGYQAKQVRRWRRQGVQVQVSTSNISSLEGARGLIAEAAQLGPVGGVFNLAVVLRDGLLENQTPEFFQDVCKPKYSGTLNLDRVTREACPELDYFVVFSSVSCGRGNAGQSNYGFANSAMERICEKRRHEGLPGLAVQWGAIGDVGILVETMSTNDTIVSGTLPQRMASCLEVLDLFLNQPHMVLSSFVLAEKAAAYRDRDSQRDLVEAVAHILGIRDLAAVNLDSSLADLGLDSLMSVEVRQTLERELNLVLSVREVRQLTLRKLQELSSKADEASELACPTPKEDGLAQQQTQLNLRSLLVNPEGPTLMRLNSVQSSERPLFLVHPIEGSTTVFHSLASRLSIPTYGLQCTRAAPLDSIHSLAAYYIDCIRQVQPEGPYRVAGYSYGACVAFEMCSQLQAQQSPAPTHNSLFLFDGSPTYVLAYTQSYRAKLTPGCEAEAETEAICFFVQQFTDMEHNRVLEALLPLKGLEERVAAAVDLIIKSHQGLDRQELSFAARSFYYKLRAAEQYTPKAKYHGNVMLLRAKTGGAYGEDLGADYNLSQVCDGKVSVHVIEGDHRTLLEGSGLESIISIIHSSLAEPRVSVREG
Rin1 Abl inh: blocks binding of human Rin1 to Abl; inhibition, % at 7.35 µM; P00519+Q13671; TR-FRET Rin1/Abl binding, biochemical; actives 0.4% (n = 360,000); AID 588664; in the data active means inhibition above about 5%, passing the limit was not always enough
Active calls of the source: *; i = inactive; . = no result given. Rows were taken by chance; any-hit rate near 3.7%.

Value order – Rpn11 inh | E coli Lon inh | MsrA inh | bovine MsrA act | MT1-MMP act inh | CSN inh | MLLE-PAM2 inh | FAS TE block | Rin1 Abl inh
1) COCCCNC(=S)Nc1ccc(C)cc1[N+](=O)[O-]
 : i | -2 | 2.2 | -3 | -2 | 12 | 18 | -4 | -2
2) Cc1ccccc1OCC(=O)NC(=S)Nc1ccc(N2CCOCC2)c(Cl)c1
 : i | 13 | -0.9 | -3 | -2 | -3 | 8 | -55 | -4
3) COc1ccc(-c2nnc(SCC(=O)c3cccs3)n2-c2ccc(Cl)cc2)cc1
 : i | -15 | -1.6 | -2 | -3 | -3 | -137 | 16 | -1
4) COc1ccccc1NC(=O)CN1C(=O)CSC(C)C1=O (stereo not given)
 : i | -18 | 0.3 | -2 | 5 | 2 | 2 | 4 | -3
5) O=c1cc(Cl)[nH]c(=O)n1Cc1ccccc1
 : i | -2 | 1.3 | -1 | -2 | -5 | 6 | -8 | 1
6) CCOC(=O)CSc1nc2sc(C(=O)O)c(C)c2c(=O)[nH]1
 : i | -4 | -0.1 | -2 | 2 | 3 | -4 | -2 | 1
7) O=[N+]([O-])c1ccc(CSc2ccc(S(=O)(=O)N3CCCC3)cn2)cc1
 : i | 3 | . | -1 | -4 | -3 | 32 | 58* | -2
8) CNc1nc(Cl)nc(Nc2ccccc2)n1
 : i | -1 | 1.0 | -8 | -3 | 0 | -6 | -9 | 2
9) CCOc1ccc(NC(=O)c2ccc3c(c2)CCN3S(C)(=O)=O)cc1
 : i | -14 | -1.2 | -2 | 3 | -2 | 7 | -1 | -2
10) Cc1occc1C(=O)Nc1ccccc1NC(=O)c1ccoc1C
 : i | 1 | -1.8 | -12 | -4 | -1 | 8 | 4 | 3
11) Cc1ccc(C(=O)NC2CCN(CC(=O)Nc3cccc([N+](=O)[O-])c3)CC2)cc1
 : i | -1 | 1.1 | 1 | -2 | 6 | -3 | 0 | -3
12) CC(=O)Nc1ccc(S(=O)(=O)Nc2nc3ccccc3s2)cc1
 : i | 5 | -0.1 | -9 | -3 | 1 | 8 | -9 | 3
13) CC1(C(=O)Nc2cnc3ccccc3c2)CCN1Cc1ccc(-c2ccccc2)o1 (stereo not given)
 : i | -1 | 2.0 | -5 | 0 | -4 | 21 | 9 | -1
14) O=C(N/N=C/C=C\c1ccccc1[N+](=O)[O-])c1cc(-c2ccccc2)nc2ccccc12
 : i | 2 | 0.4 | -12 | 2 | -13 | 0 | 5 | 3
15) Cc1nc2ccccc2n1CC(=O)c1ccccc1
 : i | 2 | -1.1 | -3 | 0 | 0 | 1 | -5 | 0
16) CCc1cccc(CC)c1NC(=S)Nc1ccc2cn[nH]c2c1
 : i | -8 | -0.9 | -2 | 2 | 3 | 23 | -2 | -1
17) NCCCn1c(C(=O)c2cc(Cl)c(N)c(Cl)c2)c2ccccc2[n+]1[O-]
 : i | -6 | 1.5 | 0 | 2 | -3 | 4 | -8 | -3
18) O=C(OCc1nnc(-c2ccccc2)o1)c1cn(-c2ccccc2)nc1-c1ccccc1
 : i | -4 | 2.0 | -11 | 3 | 4 | -9 | 22 | 0
19) O=C(O)c1ccccc1-c1cc2ccccc2[nH]1
 : i | -4 | -0.3 | -1 | 3 | 1 | -5 | -5 | 3
20) CNC(=O)c1sc(-c2cccnc2)nc1C
 : i | 2 | 0.1 | -10 | -5 | -9 | -1 | -6 | -5
21) COc1cc(OC)c2c(-c3ccccc3)cc(=O)oc2c1C(CCN1CCCC1)c1ccc2c(c1)OCO2 (stereo not given)
 : i | 11 | 0.5 | -7 | 5 | 0 | -16 | 4 | 2
22) N#Cc1c(SCc2ccc(Cl)cc2)sc(C(=O)c2ccccc2)c1N
 : i | 1 | 1.9 | -5 | 2 | 0 | 10 | 18 | 1
23) O=[N+]([O-])c1ccccc1N/N=C/c1ccc2c(c1)OCO2
 : i | 7 | 2.0 | -2 | 6 | 0 | -4 | 0 | 1
24) CC(C)(C)OC(=O)N[C@@H](Cc1ccccc1)C(=O)N1CCC(C(=O)N[C@@H](CCC(N)=O)C(=O)O)CC1
 : i | 5 | -1.7 | -1 | 1 | 4 | -21 | -2 | 0
25) Cc1ccc(NC(=O)CSc2nnnn2C2CCCC2)cc1S(=O)(=O)N1CCOCC1
 : i | 3 | 0.1 | -2 | 5 | 0 | -11 | -2 | 2
26) O=C(CCN1CCN(Cc2ccccc2)CC1)NNC(=O)Nc1cccc(C(F)(F)F)c1
 : i | -8 | 0.5 | -2 | 4 | 5 | 3 | -4 | 0
27) COc1ccc(C2/C=C\CN(C(=O)C3CCCC3)[C@H](Cc3ccccc3)C(=O)N2Cc2ccc(F)cc2)cc1 (stereo not given in full)
 : i | -16 | 0.7 | 6 | 5 | 107 | -5 | 25 | 3
28) COCCN=c1scc(-c2ccc3c(c2)NC(=O)CO3)n1/N=C(\C)c1ccc(O)cc1
 : i | -75 | 0.9 | -3 | -33 | 13 | -14 | 8 | -4
29) CN1CCN(c2nc3c(c(=O)n(C)c(=O)n3C)n2CCSc2nc3ccccc3s2)CC1
 : i | -2 | . | 1 | -8 | -3 | 14 | -6 | 3
30) COc1ccc(S(=O)(=O)N2CCOCC2)cc1NC(=O)c1ccc(=O)[nH]c1
 : i | 3 | -1.0 | 0 | 4 | -2 | 11 | -7 | 1
31) O=C(CNCC1CCCO1)Nc1ccccc1N1CCCCCC1 (stereo not given)
 : i | -6 | -0.5 | -3 | -4 | -3 | 5 | -3 | 1
32) O=C(c1ccccc1)N(CCCn1ccnc1)C(c1ccccc1)c1nc2ccccc2[nH]1 (stereo not given)
 : i | -11 | 1.0 | -2 | -1 | 2 | -4 | -6 | 5
33) Cc1cc(=O)n2nc(-c3ccccc3)sc2n1
 : i | -1 | 2.4 | -2 | -1 | -1 | -3 | -12 | 4
34) COc1cc(/C=N\N=C2/SC(CC(=O)O)C(=O)N2c2ccc(O)cc2)ccc1O (stereo not given)
 : i | -7 | 3.7 | -7 | 3 | 0 | -62 | -7 | -1
35) Cc1sc(N)nc1-c1ccc(Oc2ccccc2)cc1
 : i | 11 | -1.4 | -12 | -3 | 5 | -32 | -4 | -1
36) COc1cc(Br)ccc1NC(=O)c1ccccc1-c1ccccc1C(=O)O
 : i | -1 | 1.2 | -2 | -3 | 4 | -16 | -6 | -3
37) O=C(O)C/C(=C\c1cc(Br)cs1)c1nc2ccccc2o1
 : i | -14 | 4.6* | -5 | 1 | 0 | -2 | 0 | -1
38) CCN1CCN(CCCNC(=O)CNC(=O)c2nn(-c3ccc(OC)cc3)c(=O)c3ccccc23)CC1
 : i | -4 | 0.4 | -10 | 1 | 1 | 13 | -5 | -2
39) CC1(C(=O)Nc2ccc3c(c2)OCCO3)CCC(=O)N1CC(F)(F)F (stereo not given)
 : i | 1 | -0.7 | -1 | 8 | -6 | 5 | -11 | 1
40) CC(C)CCN1CCN(Cc2cccn2-c2nccs2)CC1CCO (stereo not given)
 : i | -2 | 0.3 | -10 | 4 | 2 | 8 | -8 | -1
41) CC(=O)N1CCN=C1SCc1ccccc1F
 : i | -9 | -0.6 | -1 | 1 | -1 | 6 | 2 | 1
42) COc1ccc(CN(Cc2cc3cc(OC)c(OC)cc3[nH]c2=O)C(=O)NC2CCCCC2)cc1
 : i | 5 | -1.1 | 1 | -15 | 3 | 1 | 7 | -2
43) CCc1ccc(Cc2cnc(NC(=O)C3=NCCN3)s2)cc1
 : i | 2 | 1.3 | -3 | 8 | 10 | 11 | -3 | 0
44) O=C(NN=Cc1cc(Br)c(O)c(Br)c1)c1ccccc1NS(=O)(=O)c1cccs1
 : i | -4 | 6.1* | -7 | 6 | -1 | -9 | -6 | 1
45) Cc1[nH]nc2c1C(c1cn[nH]c1-c1ccc(F)cc1)C(C#N)=C(N)O2 (stereo not given)
 : i | 1 | -1.2 | -11 | -9 | -2 | -3 | -12 | 0

4 entries from above, with tabs:
cpd	compound	Rpn11 inh	E coli Lon inh	MsrA inh	bovine MsrA act	MT1-MMP act inh	CSN inh	MLLE-PAM2 inh	FAS TE block	Rin1 Abl inh
3	COc1ccc(-c2nnc(SCC(=O)c3cccs3)n2-c2ccc(Cl)cc2)cc1	i	-15	-1.6	-2	-3	-3	-137	16	-1
4	COc1ccccc1NC(=O)CN1C(=O)CSC(C)C1=O (stereo not given)	i	-18	0.3	-2	5	2	2	4	-3
5	O=c1cc(Cl)[nH]c(=O)n1Cc1ccccc1	i	-2	1.3	-1	-2	-5	6	-8	1
6	CCOC(=O)CSc1nc2sc(C(=O)O)c(C)c2c(=O)[nH]1	i	-4	-0.1	-2	2	3	-4	-2	1

Remaining list, next part.
Value order – Rpn11 inh | E coli Lon inh | MsrA inh | bovine MsrA act | MT1-MMP act inh | CSN inh | MLLE-PAM2 inh | FAS TE block | Rin1 Abl inh
46) CCNC(=S)N1CCN(CC(=O)Nc2ccc(Br)cc2)CC1
 : i | -10 | 1.8 | -2 | 4 | -9 | -118 | -5 | 2
47) CCc1ccc(/C=C2\SC(=S)N(CCCC(=O)Nc3ccccc3C(=O)O)C2=O)cc1
 : i | 8 | -0.3 | -7 | 4 | 5 | 0 | 21 | 4
48) N#Cc1c(-c2ccc(Cl)cc2)ccn2nc(C3CCCCC3)nc12
 : i | -36 | 0.4 | -3 | -10 | 3 | -28 | -27 | 0
49) CC(=O)c1c(C)[nH]c(C(=O)OCc2cccc(C)c2)c1C
 : i | -4 | 1.2 | 0 | -9 | 3 | 4 | 6 | -1
50) O=C(COC(=O)C1CCCC1)Nc1ncc(Cl)cc1Cl
 : i | 5 | -1.1 | 0 | -2 | 1 | 8 | -6 | -1
51) CSc1cccc(NC(=O)CN(C)S(=O)(=O)c2ccc(C)cc2)c1
 : i | 6 | 0.5 | 2 | -2 | -3 | 17 | -4 | 0
52) CC(=O)c1ccc(OC2(C)CCN(Cc3ccc(C)cc3)C2)cc1 (stereo not given)
 : i | -1 | 1.8 | -5 | -1 | -3 | 10 | -2 | 1
53) COC(=O)c1ccc(C)c(NC(=O)C2CC(=O)N(C3CCCC(C)C3C)C2)c1 (stereo not given)
 : i | 3 | -0.2 | -2 | -5 | -6 | -14 | 23 | 1
54) CC(C)c1ccc(NC(=O)Nc2nnc([C@@H]3C[C@H](O)[C@@H](CO)O3)s2)cc1
 : i | -12 | 0.3 | -5 | -1 | 1 | 21 | -9 | -3
55) O=[N+]([O-])c1ccc(Sc2nc3ccccc3o2)c([N+](=O)[O-])c1
 : i | 10 | 1.6 | 7.7* | 17 | 21 | -26 | 50* | 0
56) N#CC1=C2SCN(c3ccccc3)CN2C(=O)CC1c1c(Cl)cccc1Cl (stereo not given)
 : i | -4 | 1.5 | 2 | 0 | -1 | -6 | 10 | -2
57) COc1ccccc1N/N=C(\C#N)C(=N)N1CCOCC1
 : i | -4 | 1.6 | -4 | 0 | -8 | 11 | 1 | 0
58) CC(=O)N1CCN(C(=O)c2cccc(S(=O)(=O)N3CCOCC3)c2)CC1
 : i | 11 | 0.7 | 0 | 2 | -6 | -5 | -6 | -1
59) COc1ccccc1N1CCN(S(C)(=O)=O)CC1
 : i | -4 | 0.7 | -7 | -2 | 2 | 7 | -7 | 4
60) CC(=O)c1ccc(S(=O)(=O)N2CCN(C(=O)c3ccccc3Cc3ccccc3)CC2)cc1
 : i | -3 | -0.8 | -1 | -2 | -1 | 0 | 0 | -2
61) Cc1ccc(NC(=O)CN(C)C(=O)CSc2nnnn2C)cc1
 : i | 1 | 0.0 | -7 | -1 | 1 | 10 | -4 | -3
